Screening results from PubChem BioAssay.
TbPYK inhibitor: qHTS of Trypanosoma Brucei Inhibitors. Potency, µM (series often up to 76.8 µM), inactives show top-dose activity, negative = inhibition, hits mostly inhibitors. TbPYK enzyme, Kinase-Glo Plus ATP luminescence, 45 min. 410,000 tested, 0.12% active; further: potency means the concentration at half of the fitted maximal effect; nearly all actives have a fitted effect of over 50% in size
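Quantitative HTS: titrated library compounds versus trypanosomal pyruvate kinase in TEA buffer (pH 7.2) containing KCl, MgCl2, BSA and Tween-20. Reactions were initiated with ADP, 130 uM final. Kinase-Glo Plus luminescence was read after 45 min at RT.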
AmpC no deterg: qHTS Inhibitors of AmpC Beta-Lactamase (assay without detergent) | 330,000 tested, 0.52% active | AmpC nitrocefin hydrolysis, absorbance 480 nm, 0.0001% Triton | Potency, µM (doses to about 57.1 µM), without a hit: at the top dose activity change, negative = inhibition, usual class: inhibitors | P00811;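 further: potency means the concentration at half of the fitted maximal effect; plate controls were no compound for no effect and no enzyme for full effect; nearly all actives have a fitted effect of over 20% in size; some results filed as inactive show a strong effect at the top dose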
Target sequence (P00811 whole entry, looked up): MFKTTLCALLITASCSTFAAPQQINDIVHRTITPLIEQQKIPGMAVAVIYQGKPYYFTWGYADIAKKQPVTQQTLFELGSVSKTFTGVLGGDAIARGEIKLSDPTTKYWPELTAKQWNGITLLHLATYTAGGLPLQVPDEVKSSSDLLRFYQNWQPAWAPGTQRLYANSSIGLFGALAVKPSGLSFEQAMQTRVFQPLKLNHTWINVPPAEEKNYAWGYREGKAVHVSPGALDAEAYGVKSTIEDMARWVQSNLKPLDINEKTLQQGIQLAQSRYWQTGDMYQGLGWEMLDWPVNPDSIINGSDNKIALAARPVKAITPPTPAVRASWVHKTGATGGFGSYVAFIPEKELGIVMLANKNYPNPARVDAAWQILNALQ
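20 mM phosphate pH 7.0 + 0.01% (detergent screen) or 0.0001% Triton X-100; 5.3 nM AmpC reagent; cpd preinc 15 min RT; nitrocefin (800 uM stock) to start; A480 q20 s × 4 min; Activity was normalised to no-enzyme and no-compound control wells.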
LmPK inh: qHTS Assay for Inhibitors of Leishmania Mexicana Pyruvate Kinase (LmPK) | Q27686 | purified LmPK, Kinase-Glo ATP luminescence, 1 h | Potency, µM (highest dose often 57.5 µM), for inactives: at the highest dose activity change, negative = inhibition, most hits filed as inhibitors | 290,000 tested, 0.37% active | AID 1721, 2009; further: potency means the concentration at half of the fitted maximal effect
Target sequence (Q27686 whole entry, looked up): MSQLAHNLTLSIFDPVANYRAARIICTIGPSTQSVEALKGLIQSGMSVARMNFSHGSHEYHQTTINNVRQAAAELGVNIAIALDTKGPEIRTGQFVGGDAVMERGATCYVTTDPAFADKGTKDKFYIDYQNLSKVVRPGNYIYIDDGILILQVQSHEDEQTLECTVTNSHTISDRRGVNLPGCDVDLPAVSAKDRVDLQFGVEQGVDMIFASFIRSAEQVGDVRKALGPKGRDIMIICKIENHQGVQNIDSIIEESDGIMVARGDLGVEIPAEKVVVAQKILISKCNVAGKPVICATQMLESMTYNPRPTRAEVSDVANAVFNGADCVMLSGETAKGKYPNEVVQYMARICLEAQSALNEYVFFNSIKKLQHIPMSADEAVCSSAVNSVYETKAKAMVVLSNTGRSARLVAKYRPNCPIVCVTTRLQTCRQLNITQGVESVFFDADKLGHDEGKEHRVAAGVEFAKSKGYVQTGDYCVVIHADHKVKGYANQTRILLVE
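qHTS format; LmPK 0.1 nM; substrates PEP 0.5 mM and ADP 0.1 mM. One-hour room-temperature incubation, then coupled luciferase luminescence; 0.5 nM enzyme wells mark activation.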
AmpC detergent: qHTS Inhibitors of AmpC Beta-Lactamase (assay with detergent). P00811. AmpC hydrolysis of nitrocefin, absorbance 480 nm, 0.01% Triton. Potency, µM (doses to about 114 µM), without a hit: top-dose activity change, negative = inhibition, most hits filed as inhibitors. 370,000 tested, 0.041% active;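 further: potency means the concentration at half of the fitted maximal effect; 0% = no-compound wells and -100% = no-enzyme wells; nearly all actives have a fitted effect of over 25% in size; some results filed as inactive show a strong effect at the top dose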
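20 mM phosphate pH 7.0 + 0.01% (detergent screen) or 0.0001% Triton X-100; 5.3 nM AmpC reagent; cpd preinc 15 min RT; nitrocefin (800 uM stock) to start; A480 q20 s × 4 min; Activity was normalised to no-enzyme and no-compound control wells.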
HCMV inh: qHTS Assay for inhibitors of the human cytomegalovirus (HCMV); HFF cells, HCMV-luciferase reporter, 72 h; hits give low values; activity change, negative = inhibition, % at 57.5 µM; 410,000 tested, 4.5% active; AID 1259415, 2018; in the data active means activity change below about -60%; inconclusive means no clear call, values can overlap the other calls; inactive means above about -39%
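Steps: HFFs plated, 16 h 37C; compounds added; HCMV-luciferase added to MOI 1 PFU/cell; 72 h 37C; OneGlo reagent, 5 min room temperature; luminescence read, normalized to controls.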
AMA1 RON2 block: qHTS for Inhibitors of AMA1-RON; Towards Development of Antimalarial Drug Lead: Primary Screen. Plasmodium falciparum AMA1 (3D7) - RON2 peptide interaction. AlphaScreen AMA1-biotinylated RON2 peptide binding. Potency, µM (top dose mostly 58.2 µM), inactives show at the top dose activity change, negative = inhibition, hits mostly inhibitors. 360,000 tested, 0.2% active;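 further: potency means the concentration at half of the fitted maximal effect; 0% = vehicle wells and -100% = peptide control; nearly all actives have a fitted effect of over 45% in size; some results filed as inactive show a strong effect at the top dose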
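AMA1 (3D7) with his tag at 25 nM final met compounds first, then biotinylated RON2 peptide at 25 nM; detection used donor plus acceptor beads, 10 µg/mL apiece, read by AlphaScreen after 30 min at room temperature.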
HCV inh: qHTS Assay for Inhibitors of Hepatitis C Virus (HCV) | Huh7.5.1 HCVcc-Cre infection, luciferase reporter, 44 h | Potency, µM (top dose mostly 41.8 µM), inactives show at the highest dose activity change, negative = inhibition, usual class: inhibitors | 340,000 tested, 3.4% active; further: potency means the concentration at half of the fitted maximal effect
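Seed cells (1,000/well) for 4 h; treat with compound and infect with HCVcc-Cre, moi about 0.5. Incubate 44 h, then detect luciferase activity.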
* marks the source's active call; other numbers are inactive results; ? = inconclusive; nt = not tested or not shown; & = joins results of further samples; [ ] = dose if it differs, or a comment. Unless noted, the call rests on the fitted dose curve; in most records, active means well fitted curve in the direction sought with a large enough effect; inconclusive means small, poorly fitted or top-dose-only effect, or another doubt; inactive means no such curve, though single readings can be large; an effect the other way counts as inactive or inconclusive. Unless noted, on the % scale 0 is the no-effect control and ±100 the full control effect. Rows were taken by chance. Share with any hit: about 7.5%.

mol	TbPYK inhibitor	AmpC no deterg	LmPK inh	AmpC detergent	HCMV inh	AMA1 RON2 block	HCV inh
N#C/C(=C\c1ccccc1C(F)(F)F)C(=O)Nc1ccccc1	2%	-10%	5%	?	-29	-12%	1%
Cc1ccc(C)c(N2CCN(C(=O)C3CCCN(S(=O)(=O)c4ccc5c(c4)oc(=O)n5C)C3)CC2)c1 (stereo not drawn)	0%	nt	nt	11%	-27	nt	nt
Oc1nc(Nc2ccccc2)sc1/C=C1\C=Nc2ccccc21	3%	-58%	-7%	-7%	-6	5%	?
O=C(COC(=O)c1ccc2c(c1[N+](=O)[O-])C(=O)c1ccccc1C2=O)NC1CC1	-7%	-56%	4%	-4%	39	-7%	?
O=C(OCC(=O)N1CCOCC1)C(c1ccccc1)c1ccccc1	-3%	5%	3%	-8%	-14	22%	13%
CCCn1nc(C(=O)NCC(C)(C)N2CCOCC2)c2ccccc2c1=O	3%	13%	-5%	-5%	30	2%	2%
CC(C)(C)NS(=O)(=O)c1ccc(NC(=O)C2CC(=O)N(CCc3ccc(F)cc3)C2)cc1 (stereo not drawn)	-12%	-9%	-1%	-7%	-23	15%	-13%
CCOc1cccc2sc(N(CCN(CC)CC)C(=O)c3ccc(S(=O)(=O)N4CCCC4)cc3)nc12	1%	92%[activator]	-4%	6%	17	-4%	1%
O=C(c1c(Cl)nc2sccn12)N(C(=O)c1c(Cl)nc2sccn12)c1ccc(Cl)cn1	-7%	45%	-2%	-10%	58	-7%	-15%
Cc1c(N=C/C=C2/N(C)c3ccccc3C2(C)C)c(=O)n(-c2ccccc2)n1C	0%&-7%	-4%	-1%	-4%	-21&-36	8%&5%	7%&-7%
Cc1ccc2c([N+](=O)[O-])cccc2n1	-11%	-26%	-2%	4%	47	-14%	7%
CC1CCCCC1NC(=O)c1cccc(S(=O)(=O)N2CCN(Cc3ccccc3)CC2)c1 (stereo not drawn)	-5%	15%	nt	0%	-23	0%	?
COC(=O)c1ccc(Cn2nc(-c3cc(C)ccc3C)ccc2=O)cc1	-17%	68%[activator]	-2%	-5%	39	0%	?
Cc1ccc(OCC(O)Cn2c(N3CCOCC3)nc3c2c(=O)[nH]c(=O)n3C)cc1 (stereo not drawn)	2%	3%	-4%	?	-2	6%	20%
Cc1ccc(C)c(S(=O)(=O)N2C(=S)NC(=O)C2CC(C)C)c1 (stereo not drawn)	-8%	-46%	-4%	-5%	-37	-7%	-2%
NC(=O)[C@@H]1CCCN1Cc1nc(-c2ccc(C(F)(F)F)cc2)no1	-4%	39%	-2%	0%	37	2%	-11%
Cc1cccc(CN(C)C[C@@H]2OCc3cnnn3CCCC(=O)N([C@@H](C)CO)C[C@H]2C)c1	6%	nt	nt	nt	-11	-3%	nt
C[C@@H](NC(=O)c1[nH]cnc1C(=O)Nc1ccccc1F)c1ccccc1	4%	nt	nt	nt	-11	125%[activator]	nt
O=S(=O)(c1ccc(Cl)cc1)N1CN(CC2CCCO2)c2nc3ccccc3nc21 (stereo not drawn)	0%	48%	-4%	?	?	-2%	-14%
CCOC(=O)C1=C(C)N[C@@]2(O)c3ccccc3C(=O)[C@@]12O	-5%	-28%	5%	-6%	-17	13%	4%
O=C(O)CCCC(=O)Nc1ccc(S(=O)(=O)Nc2nccs2)cc1	-4%	-9%	4%	-11%	36	-2%	28%
Cc1cccc(NC(=O)CN2CCN(C(=O)C3CCC3)CC2)c1C	-1%	-6%	nt	7%	19	1%	6%
Cc1sc2ncnc(Sc3nnnn3-c3ccc(Cl)cc3)c2c1C	-9%	-32%	1%	-15%	53	-2%	15%
C/C(=N\NC(=O)c1ccccc1C)c1ccc(N2CCOCC2)cc1	-17%	-14%	0%	-10%	33	-13%	-2%
Oc1c(Br)cc(Br)cc1C=Nc1cccnc1	-2%	19%	1%	?	72	58%[activator]	4%

Some values from the results shown:
In AMA1 RON2 block, `CC1CCCCC1NC(=O)c1cccc(S(=O)(=O)N2CCN(Cc3ccccc3)CC2)c1` (stereo not drawn) is entered as 0%
In AmpC no deterg, `O=C(COC(=O)c1ccc2c(c1[N+](=O)[O-])C(=O)c1ccccc1C2=O)NC1CC1` is entered as -56%

Next section
mol	TbPYK inhibitor	AmpC no deterg	LmPK inh	AmpC detergent	HCMV inh	AMA1 RON2 block	HCV inh
CCc1ccc(/C=N/Nc2nn[nH]n2)cc1	?	-20%	2%	-1%	64	59%[activator]	8%
CCC(c1nnnn1C1CCCC1)N1CCN(C(=O)c2ccco2)CC1 (stereo not drawn)	0%	-2%	5%	-3%	8	10%	10%
CC1CCCN(Cc2c(O)ccc3c(=O)c(Oc4ccccc4Cl)c(C(F)(F)F)oc23)C1 (stereo not drawn)	-5%	nt	nt	32%[activator]	-14	nt	nt
CCC1CCCCN1S(=O)(=O)c1ccc(NC(=O)c2snnc2C)cc1 (stereo not drawn)	5%	-39%	1%	-2%	?	-7%	?
Cc1coc2cc3oc(=O)c(CC(=O)NCc4ccccc4)c(C)c3cc12	1%	nt	nt	16%	-29	nt	nt
NC(=O)C1CCC(NC(=O)OCc2ccccc2)CC1 (stereo not drawn)	1%	-8%	0%	?	38	3%	8%
CC(=O)c1ccc(NC(=O)c2ccc([N+](=O)[O-])o2)cc1	-1%	-10%	-10%	-8%	-105*	9%	?
O=C(Nc1ccc2snnc2c1)Nc1cccc2ccccc12	-16%	-27%	-4%	2%	-88*	-2%	10µM*
c1ccc2c(c1)ncn2-c1cncnc1	-8%	nt	nt	nt	-15	-1%	nt
C=CCNc1nc(NCC)nc(N2CCOCC2)n1	11%	-22%	7%	?	104	1%	-19%
COc1ccc(S(=O)(=O)N2CCCCCC2)cc1NC(=O)Cc1ccccc1	2%	-19%	1%	-7%	17	-12%	1%
COc1cc(C(=O)COC(=O)c2c(C)noc2C)cc(OC)c1OC	0%	-2%	nt	nt	-13	-11%	-25%
CNC(=S)Nc1cc(C(=O)N2CCCC2)ccc1N1CCCC1	6%	-10%[2.29 µM]	3%	1%	55	-7%	-7%
O=C(Nc1nc2c(s1)CCCC2)c1cc2n(n1)C(C(F)(F)F)CC(C1CC1)N2 (stereo not drawn)	-6%	0%	0%	-15%	10	-3%	-11%
CCOc1ccc(-n2c(SCC(=O)N3CCCc4ccccc43)nc3c([nH]c4ccccc43)c2=O)cc1	-3%	nt	nt	1%	10	nt	nt
Cc1ccc(CNC(=O)CNC(=O)c2c(C)nn(C)c2Cl)cc1	-4%	-4%	-3%	2%	-28	12%	5%
COc1cccc(NC(=O)N(CCC(C)C)C2CCN(C(C)C)CC2)c1	-3%	nt	nt	9%	13	nt	nt
C1COCCNCCOCCOCCOCCN1	-5%	-15%	-2%	-11%	10	6%	12%
Cc1ccc(C)c(SCC(=O)NNC(=O)c2ccccc2)c1	2%	-18%	4%	0%	-12	95%[activator]	?
CC(C)C(NC(=O)c1ccc(F)cc1)C(=O)N1CCN(C(=O)c2ccco2)CC1 (stereo not drawn)	-13%	-20%	nt	-7%	0	-7%	7%
COc1cccc(NC(=O)CN(C)C(=O)CC(C)c2ccccc2)c1 (stereo not drawn)	1%	3%	1%	-2%	-16	0%	-5%
O=C(COc1ccc(F)cc1)NCCNC(=O)COc1ccc(F)cc1	-7%	7%	nt	nt	-7	12%	-10%
Cc1ccc2nc(-c3ccccc3)nc(SC(C)C(=O)NCc3cccs3)c2c1 (stereo not drawn)	nt	?	4%	-3%	nt	nt	20%
Cn1c2c(c(=O)n(C)c1=O)CN(CCN1CCNCC1)CN2	1%	-12%	-5%	0%	4	16%	17%
Cc1cc(=O)c(C(=O)Nc2cccc(N3CCCC3=O)c2)nn1-c1ccccc1F	0%	-5%	nt	?	-2	-2%	-14%

An excerpt from above in order of count of non-hydrogen atoms, descending.
mol	TbPYK inhibitor	AmpC no deterg	LmPK inh	AmpC detergent	HCMV inh	AMA1 RON2 block	HCV inh
CCC1CCCCN1S(=O)(=O)c1ccc(NC(=O)c2snnc2C)cc1 (stereo not drawn)	5%	-39%	1%	-2%	?	-7%	?
NC(=O)C1CCC(NC(=O)OCc2ccccc2)CC1 (stereo not drawn)	1%	-8%	0%	?	38	3%	8%
C=CCNc1nc(NCC)nc(N2CCOCC2)n1	11%	-22%	7%	?	104	1%	-19%

New compounds follow:
mol	TbPYK inhibitor	AmpC no deterg	LmPK inh	AmpC detergent	HCMV inh	AMA1 RON2 block	HCV inh
O=C(Nc1nc2c(s1)CCCC2)c1cc(-c2ccccc2)nc2ccccc12	-9%	-55%	2%	-8%	-25	-2%	?
COc1ccc(Nc2nc(-c3c(C)nc4ncccn34)cs2)cc1	-3%	58%	-9%	0%	-98*	-12%	11µM*
O=C(c1cn(-c2ccccc2)nc1-c1ccc(F)cc1)N1CCOCC1	-1%	73%[activator]	3%	0%	35	-9%	-16%
CCOC(=O)C(NC(=O)Nc1ccc(C(N)=O)cc1)(c1ccccc1)C(F)(F)F (stereo not drawn)	-7%	-21%	5%	3%	-5	3%	8%
CN(CCc1cnn(C)c1)C(=O)CCc1nnc(CCCc2ccccc2)o1	3%	26%	-15%	4%	-28	13%	9%
O=C(OCCN(CCOC(=O)c1ccncc1)S(=O)(=O)c1cccs1)c1ccncc1	1%	36%	-2%	-8%	-13	8%	12%
Cc1cccc(OCCCC(=O)Nc2nc3ccccc3[nH]2)c1	-5%	-24%[11.4 µM]	2%	-5%	70	40%[activator]	0%
CC(=O)N1CCOc2ccc(S(=O)(=O)NCCc3ccc(S(N)(=O)=O)cc3)cc21	5%	-11%	-6%	-8%	0	0%	17%
Cc1nn(-c2ccc(Cl)cc2Cl)c(=O)c2ccccc12	0%	-24%	1%	-7%	?	-7%	9%
Nc1cc(OC(=O)c2ccccc2Br)nn1S(=O)(=O)c1ccccc1	-5%	?	4%	?	30	4%	17%
CC(C)NCC#CCOc1ccc(Cl)cc1	24%	16%	-1%	-1%	-7	-11%	-15%
Cn1cc(S(=O)(=O)NC[C@H]2O[C@@H](n3ccc(=O)[nH]c3=O)[C@H](O)[C@@H]2O)cn1	-7%	nt	nt	nt	-9	4%	6%
CC(C)CCNC(=O)CC1C(=O)N(Cc2ccccc2)C(C)c2nc3ccccc3n21 (stereo not drawn)	5%	17%	3%	-2%	-14	-2%	?
CC(C)(C)NS(=O)(=O)c1ccc(/C=C/C(=O)O)cc1	-7%	-15%	4%	?	7	-5%	11%
Cc1cc(C)nc(S/C=C/C(=O)c2ccc(F)cc2)n1	nt	-8%	3%	-2%	nt	nt	nt
